Screening results deposited in PubChem BioAssay by several laboratories.
PfHsp90 yeast 2 = growth inhibition of yeast expressing Plasmodium Hsp90; S. cerevisiae expressing PfHsp90, BacTiter-Glo ATP, 48 h; yeast lacking PDR1 and PDR3 efflux regulators; inhibition, % at 9.4 µM; hit rate 0.32% among 310,000;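 active means every replicate shows inhibition above about 80%, whatever the replicate mean, limit read from the data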;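 further: 0% = DMSO neutral controls and 100% = 20 µM radicicol positive controls; yeast relying on Plasmodium falciparum Hsp90 in place of its own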
phage Ecoli inh = E. coli growth loss with phage present; growth absorbance; inhibition, % at 11.9 µM; hit rate 0.26% among 360,000; in the data active means inhibition above about 11%
Pemphigus Ab inh = blocks pemphigus antibody binding to human desmoglein-3; hit rate 0.48% among 310,000; DSG3-coupled beads, scFv-anti-DSG3-GFP binding, flow cytometry; stronger effect = lower value; P32926; binding (percent of control), % at 10 µM;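 active means binding more than 3 SD below its plate's average and above zero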; further: some compounds called inactive have numbers as strong as hits
OPRM1-OPRD1 ag = agonists of human mu-delta opioid receptor heterodimerization; P35372+P41143; cells, OPRM1-OPRD1 heterodimerization, luminescence; activation, % at 9.3 µM; hit rate 0.3% among 340,000; AID 504326; in the data active means activation above about 18%;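 further: 0% = vehicle-treated cells and 100% = reference agonist; values of inactives mirror those of a sister screen read the other way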
Target sequence (P35372 whole entry, looked up): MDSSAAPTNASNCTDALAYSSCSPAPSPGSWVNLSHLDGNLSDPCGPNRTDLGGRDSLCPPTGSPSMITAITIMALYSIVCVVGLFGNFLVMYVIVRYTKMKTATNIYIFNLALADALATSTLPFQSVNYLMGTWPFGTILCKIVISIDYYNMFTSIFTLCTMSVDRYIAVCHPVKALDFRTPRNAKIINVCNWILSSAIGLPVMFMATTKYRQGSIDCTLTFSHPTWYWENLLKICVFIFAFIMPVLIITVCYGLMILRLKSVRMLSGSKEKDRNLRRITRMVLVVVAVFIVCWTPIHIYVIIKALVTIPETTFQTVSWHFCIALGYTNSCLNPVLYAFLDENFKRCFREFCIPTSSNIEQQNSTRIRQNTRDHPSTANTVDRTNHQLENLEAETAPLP
Target sequence (P41143 whole entry, looked up): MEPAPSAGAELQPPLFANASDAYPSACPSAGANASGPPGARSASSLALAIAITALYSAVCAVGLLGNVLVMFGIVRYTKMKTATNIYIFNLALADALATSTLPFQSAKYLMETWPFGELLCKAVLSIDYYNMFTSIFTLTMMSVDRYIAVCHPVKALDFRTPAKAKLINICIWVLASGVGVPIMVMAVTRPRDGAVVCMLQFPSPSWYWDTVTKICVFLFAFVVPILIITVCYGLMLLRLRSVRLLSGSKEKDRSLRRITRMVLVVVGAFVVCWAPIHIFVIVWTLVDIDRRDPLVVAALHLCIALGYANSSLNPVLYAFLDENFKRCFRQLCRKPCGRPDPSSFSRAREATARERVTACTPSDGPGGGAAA
SUMO Mot1 rescue = SUMOylation pathway inhibition by Mot1-301 growth rescue; S. cerevisiae Mot1-301 growth rescue, ATP luminescence, 38.5C; percent above DMSO median, 100 means doubled; growth rescue, % at 18.8 µM; hit rate 1% among 320,000;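 active means every valid replicate shows activation above 250% relative to neutral control wells; inactive means the rest, any valid replicate at or below 250%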;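 further: OY570 slx delta 5 strain wells were the positive control but not used for scaling; some compounds called inactive have numbers as strong as hits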
PKA-R1A activ = activators of PKA-R1A complex. P00514+P68181. PKA-R1A dissociation, Cy5-IP20 fluorescence polarization; scaled: DMSO 0%, 113 µM cGMP 100%. activation, % at 11.4 µM. hit rate 0.083% among 340,000. AID 504707;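 active means percent activation above the mean of all tested compounds plus 3 SD, cut at about 19% in these data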;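 further: higher means more PKAc released from R1A so a rise in polarization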
OPRM1-OPRD1 inv = inverse agonists of human mu-delta opioid receptor heterodimerization | P35372+P41143 | hit rate 0.21% among 340,000 | cell-based MOR-DOR heterodimer luminescence, inverse agonism | AID 504357 | inhibition, % at 9.3 µM; in the data active means inhibition above about 22%, passing the limit was not always enough;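 further: 0% = cells with DMSO and 100% = wells without cells with DMSO; values of inactives mirror those of a sister screen read the other way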
AddAB inh = less growth of phage-infected E. coli with AddAB; E. coli expressing H. pylori AddAB, absorbance growth; AID 435030; inhibition, % at 11.9 µM; hit rate 0.29% among 330,000; in the data active means inhibition above about 12%;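 further: 0% = vehicle wells of infected cells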
Ecoli viability = reduces bacterial viability in AddAB counter-screen; inhibition, % at 11.9 µM; E. coli V3065 growth, OD600 absorbance, 18 h; hit rate 0.27% among 330,000;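 active means inhibition above the campaign's mean inhibition across all tested compounds plus 3 SD, cut at about 9.9% in these data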;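 further: uninfected addAB+ strain grown without phage in ampicillin broth; 0% = DMSO wells and 100% = ciprofloxacin 0.95 µg/ml wells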
Arr AP2 block = human beta-arrestin and AP2 interaction inhibition; hit rate 0.31% among 340,000; AID 504490; inhibition, % at 10 µM; FITC-arrestin peptide / GST-AP2 beads, flow cytometry; AP2 beta2 appendage carries R879A mutation;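 active means inhibition above a set limit, near 3 SD of compounds lacking own fluorescence, cut at about 54% in these data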;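 further: plate controls were DMSO wells for no effect and 5 µM unlabelled arrestin peptide for full effect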
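Material – GST-tagged AP2 beta2-adaptin appendage (R879A) on 4 µm glutathione beads · Probe or stimulus – fluorescein-tagged arrestin peptide at 50 nM final · Timing – 12 min plus 1 h, RT · Detection – bead flow cytometry, FITC channel · Read-out basis – inhibition as reduced fluorescein signal on beads, percent · Medium – PBS plus Tween 20 (0.05%) and BSA (0.1%)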
Tat export inh = E. coli Tat transport inhibition. hit rate 0.036% among 340,000. inhibition, % at 10 µM. E. coli MC4100 TorA-mCherry Tat export, fluorescence;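 active means mean replicate inhibition at least 50% and at least half of replicates individually reaching 50%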;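 further: exported cargo escapes ClpAP degradation while cytoplasmic cargo is degraded and loses fluorescence; 0% = median of neutral control wells and 100% = median of NaSCN control wells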
* marks the source's active call; other numbers are inactive results.

`COc1cc(C(=O)OCCCN2CCOCC2)ccc1O` gave PfHsp90 yeast 2 -28, phage Ecoli inh 4.3, Pemphigus Ab inh 98, OPRM1-OPRD1 ag -2.8, SUMO Mot1 rescue 2, PKA-R1A activ -1, OPRM1-OPRD1 inv 15, AddAB inh 2.9, Ecoli viability -0.9, Arr AP2 block 24 and Tat export inh 6.
For C=CCCC(=O)NC1CCCc2c1cnn2-c1ccccc1F (stereo unspecified) the results were PfHsp90 yeast 2 21, phage Ecoli inh 2.4, Pemphigus Ab inh 97, OPRM1-OPRD1 ag -2.7, SUMO Mot1 rescue -5, PKA-R1A activ 2, OPRM1-OPRD1 inv 13, AddAB inh 1.2, Ecoli viability -1.2, Arr AP2 block -15 and Tat export inh 2.
CCN(CCCn1c(=S)[nH]c2ccc(N3CCOCC3)cc2c1=O)c1ccccc1 was read as PfHsp90 yeast 2 -92, phage Ecoli inh 1.8, Pemphigus Ab inh 103, OPRM1-OPRD1 ag 0.9, SUMO Mot1 rescue 103, PKA-R1A activ -16, OPRM1-OPRD1 inv -4, AddAB inh -0.5, Ecoli viability -2.1, Arr AP2 block 1 and Tat export inh 4.
For Cc1nnc(SCC(=O)NC2CCCc3c2cnn3-c2ccccc2F)o1 (stereo unspecified) the results were PfHsp90 yeast 2 -3, phage Ecoli inh -0.2, Pemphigus Ab inh 95, OPRM1-OPRD1 ag -3.2, PKA-R1A activ -7, OPRM1-OPRD1 inv 16, AddAB inh 1.6, Ecoli viability -0.7, Arr AP2 block 1 and Tat export inh 8.
`CN(C(=O)C12CC3CC(CC(C3)C1)C2)C1CCS(=O)(=O)C1` (stereo unspecified) gave PfHsp90 yeast 2 -2, phage Ecoli inh -0.4, Pemphigus Ab inh 104, OPRM1-OPRD1 ag -1.6, SUMO Mot1 rescue -12, PKA-R1A activ -13, OPRM1-OPRD1 inv 8, AddAB inh 0.4, Ecoli viability 0.2, Arr AP2 block -1 and Tat export inh 1.
For COc1ccc2cc(CN(CC3COCCO3)S(=O)(=O)c3ccccc3)c(=O)[nH]c2c1 (stereo unspecified) the results were PfHsp90 yeast 2 18, phage Ecoli inh 0.9, Pemphigus Ab inh 99, OPRM1-OPRD1 ag 1.3, PKA-R1A activ 0, OPRM1-OPRD1 inv -6, Arr AP2 block -7 and Tat export inh -10.
For CC[C@]1(C(=O)OC)[C@H]2C(=O)N(Cc3ccccc3)C(=O)[C@H]2[C@H]2CN=C(SCc3ccc(C#N)cc3)N21 the results were PfHsp90 yeast 2 2, phage Ecoli inh 1.9, Pemphigus Ab inh 103, OPRM1-OPRD1 ag -4.2, PKA-R1A activ -9, OPRM1-OPRD1 inv 21, AddAB inh -1.9, Ecoli viability 0.9, Arr AP2 block -3 and Tat export inh 4.
For Cc1oc(-c2cccc(Br)c2)[n+]([O-])c1C the results were PfHsp90 yeast 2 -15, phage Ecoli inh 1.5, Pemphigus Ab inh 96, OPRM1-OPRD1 ag -0.9, SUMO Mot1 rescue -11, PKA-R1A activ 1, OPRM1-OPRD1 inv 5, AddAB inh 4.1, Ecoli viability -1.8, Arr AP2 block 29 and Tat export inh -4.
Screening CC(C)CN(CC(C)C)C(=O)CN1c2cccc3cccc(c23)S1(=O)=O returned PfHsp90 yeast 2 16, phage Ecoli inh -0.3, Pemphigus Ab inh 96, OPRM1-OPRD1 ag -2.6, SUMO Mot1 rescue 9, PKA-R1A activ 0, OPRM1-OPRD1 inv 12, AddAB inh 2.3, Ecoli viability 2.9, Arr AP2 block -10 and Tat export inh 0.
Screening O=S(=O)(CCCc1ccccc1)c1ncn[nH]1 returned PfHsp90 yeast 2 8, phage Ecoli inh 3.4, OPRM1-OPRD1 ag -0.9, SUMO Mot1 rescue -1, PKA-R1A activ 4, OPRM1-OPRD1 inv 4, AddAB inh 1.6, Ecoli viability -0.3, Arr AP2 block 24 and Tat export inh -1.
Screening COc1ccc(OC)c(S(=O)(=O)N2CCCC(C(=O)NCc3cccnc3)C2)c1 (stereo unspecified) returned PfHsp90 yeast 2 4, phage Ecoli inh 1.8, OPRM1-OPRD1 ag -4.0, SUMO Mot1 rescue -5, PKA-R1A activ -4, OPRM1-OPRD1 inv 21, AddAB inh 2.6, Ecoli viability 0.4, Arr AP2 block 27 and Tat export inh 4.
COc1ccc(N(C)S(=O)(=O)c2cccc(C(=O)OCC(=O)NCc3ccccc3OC)c2)cc1 was read as PfHsp90 yeast 2 -14, phage Ecoli inh -1.2, Pemphigus Ab inh 97, OPRM1-OPRD1 ag 0.8, SUMO Mot1 rescue 1, PKA-R1A activ -7, OPRM1-OPRD1 inv -4, AddAB inh 3.1, Ecoli viability 0.4, Arr AP2 block 3 and Tat export inh 0.
CCOC(=O)N1CCN(CC(=O)Nc2cc(OC)c(OC)cc2C#N)CC1 was read as phage Ecoli inh 0.9, Pemphigus Ab inh 110, OPRM1-OPRD1 ag -0.2, SUMO Mot1 rescue 3, PKA-R1A activ 5, OPRM1-OPRD1 inv 1, AddAB inh 0.5, Ecoli viability 3.1, Arr AP2 block 1 and Tat export inh -5.
Screening CCSc1nc(O)c(C(c2cccc(OC)c2)c2c(O)nc(SCC)[nH]c2=O)c(=O)[nH]1 returned PfHsp90 yeast 2 1, phage Ecoli inh 1.0, Pemphigus Ab inh 99, OPRM1-OPRD1 ag 3.1, SUMO Mot1 rescue 1, PKA-R1A activ 2, OPRM1-OPRD1 inv -15, AddAB inh -0.5, Ecoli viability -2.1, Arr AP2 block 8 and Tat export inh -1.
For CC(C)(C)c1ccc(C(=O)N/N=C2\C3CN4CCN(C3)CC2(c2ccccc2)C4)cc1 the results were PfHsp90 yeast 2 -10, phage Ecoli inh 2.5, Pemphigus Ab inh 94, OPRM1-OPRD1 ag 2.6, SUMO Mot1 rescue -58, PKA-R1A activ -8, OPRM1-OPRD1 inv -18, AddAB inh -0.7, Ecoli viability -0.3, Arr AP2 block 3 and Tat export inh -1.
Screening CC(=O)N1CCOc2ccc(S(=O)(=O)NCCc3cccc(C)c3)cc21 returned PfHsp90 yeast 2 -2, phage Ecoli inh 3.0, OPRM1-OPRD1 ag -3.9, SUMO Mot1 rescue -4, PKA-R1A activ -2, OPRM1-OPRD1 inv 20, AddAB inh 1.9, Ecoli viability -2.1, Arr AP2 block 3 and Tat export inh 0.
`COc1ccccc1CN1CC(C(=O)NCc2nc3ccccc3n2C)CCC1=O` (stereo unspecified) gave PfHsp90 yeast 2 6, phage Ecoli inh 2.2, Pemphigus Ab inh 105, OPRM1-OPRD1 ag -2.2, SUMO Mot1 rescue -20, PKA-R1A activ -7, OPRM1-OPRD1 inv 12, Arr AP2 block -6 and Tat export inh 0.
For CC(C)(C)[C@@H]1COC(=O)[C@@H](Cc2ccc(F)cc2)C/C=C\C[C@H](CC(=O)N(CCO)Cc2ccccc2)C(=O)N1 the results were PfHsp90 yeast 2 11, phage Ecoli inh -0.3, Pemphigus Ab inh 101, OPRM1-OPRD1 ag -1.1, SUMO Mot1 rescue 32, PKA-R1A activ 5, OPRM1-OPRD1 inv 6, AddAB inh 0.6, Ecoli viability 1.9, Arr AP2 block 4 and Tat export inh 7.
For O=C(C1=C[C@H](C2CC2)C[C@H](OCCCCO)O1)N1CCN(Cc2ccccc2)CC1 the results were PfHsp90 yeast 2 18, phage Ecoli inh 2.1, Pemphigus Ab inh 97, OPRM1-OPRD1 ag -2.8, SUMO Mot1 rescue 9, PKA-R1A activ 5, OPRM1-OPRD1 inv 16, AddAB inh 1.9, Ecoli viability -0.5, Arr AP2 block 22 and Tat export inh -4.
`CCNc1c(NCC)c(=O)c1=O` gave PfHsp90 yeast 2 3, phage Ecoli inh 4.0, Pemphigus Ab inh 109, OPRM1-OPRD1 ag -2.3, SUMO Mot1 rescue -22, PKA-R1A activ -10, OPRM1-OPRD1 inv 11, AddAB inh 1.3, Ecoli viability -1.5, Arr AP2 block -3 and Tat export inh 6.
`COc1cccc(OCCSc2nc(N)cc(N)n2)c1` gave PfHsp90 yeast 2 -12, Pemphigus Ab inh 110, OPRM1-OPRD1 ag -1.7, SUMO Mot1 rescue 6, PKA-R1A activ -16, OPRM1-OPRD1 inv 9, AddAB inh 2.2, Ecoli viability -0.1, Arr AP2 block 8 and Tat export inh 2.
Cn1c(SCC(=O)Nc2nc(C(C)(C)C)cs2)nnc1C1CC1 was read as PfHsp90 yeast 2 -1, phage Ecoli inh 1.4, Pemphigus Ab inh 105, OPRM1-OPRD1 ag -2.4, SUMO Mot1 rescue 5, PKA-R1A activ -14, OPRM1-OPRD1 inv 12, AddAB inh 0.6, Ecoli viability 0.8, Arr AP2 block 2 and Tat export inh 1.
Cc1nnc(Nc2ccccn2)c2ccccc12 was read as PfHsp90 yeast 2 -20, phage Ecoli inh 0.8, Pemphigus Ab inh 101, OPRM1-OPRD1 ag -4.2, SUMO Mot1 rescue 804, PKA-R1A activ 0, OPRM1-OPRD1 inv 21, AddAB inh 3.7, Ecoli viability -0.7, Arr AP2 block 0 and Tat export inh 3.
`NC(=O)c1ccc(-c2nnn(CC(=O)Nc3cccc(S(=O)(=O)N4CCCC4)c3)n2)cc1` gave PfHsp90 yeast 2 -5, phage Ecoli inh 5.0, OPRM1-OPRD1 ag -2.1, SUMO Mot1 rescue -8, PKA-R1A activ -11, OPRM1-OPRD1 inv 8, AddAB inh -0.4, Ecoli viability 1.2, Arr AP2 block -16 and Tat export inh -6.
`O=C(N/N=C\c1cccc(Br)c1)c1ccccc1-n1cccc1` gave PfHsp90 yeast 2 -12, phage Ecoli inh 2.8, OPRM1-OPRD1 ag -3.7, SUMO Mot1 rescue 17, PKA-R1A activ 0, OPRM1-OPRD1 inv 22, AddAB inh -1.5, Ecoli viability -2.6, Arr AP2 block 10 and Tat export inh 6.
CCc1c(C)sc(NC(=S)N2CCN(CC)CC2)c1C(=O)OC was read as PfHsp90 yeast 2 10, phage Ecoli inh 0.8, Pemphigus Ab inh 105, OPRM1-OPRD1 ag 3.9, SUMO Mot1 rescue 7, PKA-R1A activ -12, OPRM1-OPRD1 inv -20, AddAB inh -2.0, Ecoli viability -1.7, Arr AP2 block 22 and Tat export inh 2.
O=C(NC1CCCCC1)n1c(=O)oc2cc(S(=O)(=O)N3CCCCC3)ccc21 was read as PfHsp90 yeast 2 -11, phage Ecoli inh -2.2, Pemphigus Ab inh 95, OPRM1-OPRD1 ag 0.6, SUMO Mot1 rescue 91, PKA-R1A activ -8, OPRM1-OPRD1 inv -3, AddAB inh 2.6, Ecoli viability -0.9, Arr AP2 block 31 and Tat export inh -6.
O=C(Nc1nnc(SCc2ccccc2)s1)c1ccco1 was read as PfHsp90 yeast 2 19, phage Ecoli inh -0.9, Pemphigus Ab inh 83, OPRM1-OPRD1 ag -2.3, SUMO Mot1 rescue 14, PKA-R1A activ -8, OPRM1-OPRD1 inv 13, AddAB inh 5.3, Ecoli viability 4.0, Arr AP2 block -14 and Tat export inh 8.
